Source: PubChem
OXTR agonist: human OXTR agonism. CHO-OTR cells, Fluo-8 calcium fluorescence; normalized: DMSO 0%, oxytocin 100%. activation, % at 3 µM. AID 2435. hit rate 0.32% among 320,000. P30559;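 active = activation above the mean of all tested compounds plus 3 SD, cutoff set per screening run, cut at about 20% in these data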;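 also: peak over basal fluorescence ratio from a 100 s FLIPR kinetic read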
GalR3 antagonist: antagonists of human GalR3 | AID 651719 | hit rate 0.44% among 360,000 | HEK293 GalR3-CNG cAMP membrane potential fluorescence; galR3 body fused to GalR1 C-terminus | inhibition, % at 3 µM | O60755;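 active = inhibition above the screen-wide average plus 3 SD, cut at about 13% in these data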;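 also: forskolin and galanin both at EC90 stimulate the cells; cAMP rise reported by CNG channel membrane potential dye signal; 0% = forskolin plus galanin with DMSO and 100% = forskolin alone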
V1R ag counter: V1a receptor agonism, counter-screen for OXTR agonists; hit rate 0.25% among 320,000; CHO-V1R cells, Fluo-8 calcium fluorescence, agonist mode; 0% DMSO, 100% 3 nM vasopressin; AID 2797; activation, % at 3 µM; P37288;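 active = activation above the mean activation of all tested compounds plus 3 SD, per screening run, cut at about 20% in these data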;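 also: signal is peak over basal fluorescence ratio across a 100 second FLIPR read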
Target sequence (P37288 whole entry, looked up): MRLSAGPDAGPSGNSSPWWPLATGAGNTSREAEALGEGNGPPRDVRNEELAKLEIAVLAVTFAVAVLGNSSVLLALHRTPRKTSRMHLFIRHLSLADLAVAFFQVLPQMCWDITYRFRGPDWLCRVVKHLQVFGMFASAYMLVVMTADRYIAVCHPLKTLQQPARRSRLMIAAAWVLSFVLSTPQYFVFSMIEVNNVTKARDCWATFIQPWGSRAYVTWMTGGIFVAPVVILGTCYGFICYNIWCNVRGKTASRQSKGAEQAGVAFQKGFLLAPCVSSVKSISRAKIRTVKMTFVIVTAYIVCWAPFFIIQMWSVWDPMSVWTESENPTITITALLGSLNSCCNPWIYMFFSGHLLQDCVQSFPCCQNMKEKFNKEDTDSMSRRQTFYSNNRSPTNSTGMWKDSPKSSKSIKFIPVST
NALP1 yeast inh: NALP1 inhibition | hit rate 0.61% among 280,000 | inhibition, % at 10 µM | AID 2071 | S. cerevisiae NALP1/ASC/caspase-1 growth, X-gal OD620, 72 h; in the data active = inhibition mostly above about 24%, no sharp cut-off; inactive = mostly below about 32%; also: some compounds called inactive have numbers as strong as hits
GPR7 antagonist: blocks human GPR7 receptor signaling; hit rate 1.1% among 290,000; GPR7-expressing cells, fluorescence antagonist assay; P48145; inhibition, % at 4.4 µM; in the data active = inhibition above about 16%, passing the limit was not always enough;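 also: cells stimulated with the agonist NPW; 0% = agonist with vehicle and 100% = vehicle without agonist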
MEKK2wt PB1 HTS: raises or lowers MEK5 binding to wildtype human MEKK2 PB1 domain | Q9Y2U5 | hit rate 1.1% among 290,000 | binding response (% of control), % at 10 µM | bead flow cytometry, Alexa488-MEK5 binding to MEKK2 WT; actives lie on both sides; in the data active = binding response below about 67% or above about 130%
PHOSPHO1 block: PHOSPHO1 (human) inhibition. hit rate 1.1% among 290,000. Q8TCT1. recombinant PHOSPHO1, absorbance phosphatase assay. AID 1565. inhibition, % at 13.3 µM; in the data active = inhibition above about 60%
MEKK2mut PB1 HTS: signal of MEK5 binding to mutant human MEKK2 PB1 domain. bead flow cytometry, Alexa488-MEK5 binding to MEKK2 mutant. AID 1530. percent response, % at 10 µM. hit rate 0.35% among 290,000; in the data active = percent response above about 24%, passing the limit was not always enough; also: inactives centre near 1; some results filed as inactive read as strong as hits; reference of the scale not given here
MEKK3 PB1 HTS: raises or lowers MEK5 binding to the human MEKK3 PB1 domain; Q99759; bead-based flow cytometry, Alexa488-MEK5 binding to MEKK3; actives lie on both sides; 0 = blocked by unlabeled MEK5, 100 = vehicle; binding response (% of control), % at 10 µM; hit rate 1.4% among 290,000; AID 1529;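 active = binding response more than 3 SD above or below the average of its plate-row segment, actives on both sides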;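 also: Alexa488 bead fluorescence after subtracting the streptavidin-only scavenger bead signal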
Target sequence (Q99759 whole entry, looked up, the tested form may be a part): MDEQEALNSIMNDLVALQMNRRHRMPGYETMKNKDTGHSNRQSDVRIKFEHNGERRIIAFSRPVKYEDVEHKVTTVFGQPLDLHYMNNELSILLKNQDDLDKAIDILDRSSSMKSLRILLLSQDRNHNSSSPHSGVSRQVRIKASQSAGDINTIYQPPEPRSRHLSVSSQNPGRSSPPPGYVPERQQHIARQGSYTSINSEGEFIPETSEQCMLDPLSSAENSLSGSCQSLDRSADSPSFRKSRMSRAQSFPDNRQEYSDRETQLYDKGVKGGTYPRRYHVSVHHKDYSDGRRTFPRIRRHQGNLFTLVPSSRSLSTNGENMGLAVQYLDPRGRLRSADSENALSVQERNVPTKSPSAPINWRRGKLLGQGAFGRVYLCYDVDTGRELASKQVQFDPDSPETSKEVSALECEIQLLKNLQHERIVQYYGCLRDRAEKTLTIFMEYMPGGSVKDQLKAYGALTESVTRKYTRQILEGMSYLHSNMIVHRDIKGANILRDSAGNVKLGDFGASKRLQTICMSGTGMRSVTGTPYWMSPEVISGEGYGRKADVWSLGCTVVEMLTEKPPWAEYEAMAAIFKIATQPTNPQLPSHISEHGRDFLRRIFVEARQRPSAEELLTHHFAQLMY
The depositor's hits bear a star; nt = no result given; & = joins results of further samples. This is a random part of the collection (roughly 5.4% active in at least one column).

SMILES | OXTR agonist | GalR3 antagonist | V1R ag counter | NALP1 yeast inh | GPR7 antagonist | MEKK2wt PB1 HTS | PHOSPHO1 block | MEKK2mut PB1 HTS | MEKK3 PB1 HTS
CCC(=O)c1ccc(OCC(O)CNCCc2ccc(Cl)cc2)cc1 (configuration not stated) | 9.2 | -11.7 | 13.2 | 23.6 | 28.8 | 120.0 | nt | 7.0 | 102.0
CCCCc1c(C)nc(N2CCCC2)[nH]c1=O | 0.5 | -2.3 | 0.2 | 16.4 | -2.2 | 86.0 | -9.7 | -9.0 | 90.0
O=C1CN(C(=O)COC(=O)CCNS(=O)(=O)c2ccc(Cl)cc2)c2ccccc2N1 | 0.0 | -8.1 | 1.1 | nt | -4.3 | 104.0 | 29.8 | 1.0 | 101.0
COc1ccccc1NC(=O)CN1CCC(c2nc3ccc(C)cc3[nH]2)CC1 | -2.5 | -6.6 | -1.1 | -1.5 | -2.9 | 96.0 | 26.2 | -5.0 | 95.0
Cc1ccnc(SCCn2c(N3CCN(Cc4ccccc4)CC3)nc3c2c(=O)[nH]c(=O)n3C)n1 | -1.1 | nt | -0.6 | -5.2 | -6.4 | 107.0 | 17.3 | 9.0 | 109.0
COc1ccc(/C=C2\SC(=S)N(CC(=O)N(C)C3CCS(=O)(=O)C3)C2=O)cc1 (configuration not stated) | -0.5 | -5.9 | 12.3 | 29.0 | 7.9 | 100.0 | 38.8 | -5.0 | 101.0
CC1CCN(C(=O)C2CCC(CNc3c(N4CCCCC4)c(=O)c3=O)CC2)CC1 (configuration not stated) | 0.1 | -4.3 | 0.3 | nt | 6.1 | 97.0 | 29.8 | 3.0 | 96.0
COc1ccc(N(C(=O)c2snc(C(N)=O)c2N)C(C(=O)NCC2CCCO2)c2ccc3ncccc3c2)cc1OC (configuration not stated) | 0.9 | -8.4 | 0.1 | 2.0 | -8.0 | 118.0 | 23.3 | 17.0 | 119.0
COC(=O)CCC(=O)N(CCN(C(=O)CCC(=O)OC)c1ccccc1)c1ccccc1 | 0.6 | -1.1 | 5.7 | -2.3 | -24.4 | 103.0 | -25.8 | 0.0 | 99.0
Cc1c(O)cccc1C(=O)N[C@@H](CSc1ccccc1)[C@H](O)CN1C[C@H]2CCCC[C@H]2C[C@H]1C(=O)NC(C)(C)C | -0.2&-0.1 | nt | 0.1&0.5 | 9.7 | -3.3 | 98.0&92.0 | 51.2 | 0.0&2.0 | 103.0&101.0
CC(/C=N/NC(=O)c1nnn(-c2nonc2N)c1CN(C)C)=C\c1ccco1 | -0.8 | -2.3 | -0.5 | nt | -5.7 | 90.0 | 43.2 | -4.0 | 94.0
O=C(NCc1cc(C(F)(F)F)ccc1F)C1CCC(=O)N(C2CC2)C1 (configuration not stated) | -0.2 | 0.1 | 2.4 | -4.7 | 7.6 | 104.0 | 1.0 | 3.0 | 105.0

Reprinted at random: 4 compounds from above
SMILES | OXTR agonist | GalR3 antagonist | V1R ag counter | NALP1 yeast inh | GPR7 antagonist | MEKK2wt PB1 HTS | PHOSPHO1 block | MEKK2mut PB1 HTS | MEKK3 PB1 HTS
CC1CCN(C(=O)C2CCC(CNc3c(N4CCCCC4)c(=O)c3=O)CC2)CC1 (configuration not stated) | 0.1 | -4.3 | 0.3 | nt | 6.1 | 97.0 | 29.8 | 3.0 | 96.0
COc1ccc(/C=C2\SC(=S)N(CC(=O)N(C)C3CCS(=O)(=O)C3)C2=O)cc1 (configuration not stated) | -0.5 | -5.9 | 12.3 | 29.0 | 7.9 | 100.0 | 38.8 | -5.0 | 101.0
Cc1c(O)cccc1C(=O)N[C@@H](CSc1ccccc1)[C@H](O)CN1C[C@H]2CCCC[C@H]2C[C@H]1C(=O)NC(C)(C)C | -0.2&-0.1 | nt | 0.1&0.5 | 9.7 | -3.3 | 98.0&92.0 | 51.2 | 0.0&2.0 | 103.0&101.0
O=C(NCc1cc(C(F)(F)F)ccc1F)C1CCC(=O)N(C2CC2)C1 (configuration not stated) | -0.2 | 0.1 | 2.4 | -4.7 | 7.6 | 104.0 | 1.0 | 3.0 | 105.0

Going on with the list:
SMILES | OXTR agonist | GalR3 antagonist | V1R ag counter | NALP1 yeast inh | GPR7 antagonist | MEKK2wt PB1 HTS | PHOSPHO1 block | MEKK2mut PB1 HTS | MEKK3 PB1 HTS
COc1ccccc1Nc1nc(-c2sc(NC(=O)c3cccc(Cl)c3)nc2C)cs1 | -0.8 | nt | -0.5 | 8.4 | -15.8 | 111.0 | -65.9 | 2.0 | 104.0
CCCN(CC(=O)Nc1ccccc1OC)C(=O)c1ccc(=O)[nH]c1 | 0.6 | -4.4 | 0.5 | -2.2 | -8.2 | 106.0 | 35.7 | 9.0 | 103.0
Cc1oc(-c2ccccc2F)nc1CS(=O)(=O)CC(=O)NCc1ccco1 | -1.9 | nt | 2.1 | 23.6 | -7.4 | nt | -2.0 | nt | nt
Cn1cccc1/C=C1\Cc2ccccc2C1=O | 0.3 | -0.7 | -0.9 | 1.8 | 2.7 | 99.0 | 20.9 | -4.0 | 100.0
O=C(COc1cccc(NC(=O)c2cccc([N+](=O)[O-])c2)c1)c1ccc(Br)cc1 | 1.2 | -1.1 | 2.3 | 11.0 | -2.5 | 105.0 | 9.4 | -2.0 | 100.0
Cc1c(CN(C)Cc2cn(C)nc2-c2ccccc2F)[nH]c2ccccc12 | 10.2 | -4.5 | 2.8 | 9.3 | 10.5 | 113.0 | -7.5 | -6.0 | 107.0
Cc1ccc(-n2nc(-c3ccc(N)cc3)cc2N)cc1 | -1.2 | nt | -0.3 | 22.4 | 4.7 | 117.0 | -3.4 | 16.0 | 114.0
O=C(Nc1ccc(NC(=O)C2CC2)cc1)c1ccco1 | 1.1 | 3.2 | 0.0 | 0.1 | -10.5 | 99.0 | 22.0 | 1.0 | 102.0
Cc1ccc(C2c3c(oc4ccc(Cl)cc4c3=O)C(=O)N2CCCN2CCOCC2)o1 (configuration not stated) | 1.5 | nt | 1.6 | -74.6 | 2.6 | 113.0 | -4.7 | 17.0 | 113.0
OCCNc1nc2ccccc2n1CCN1CCCCC1 | 1.1 | 1.3 | 2.8 | -85.0 | -6.5 | 103.0 | 11.3 | 2.0 | 104.0
Cc1cccc(/C=C2\Sc3ccc(C(=O)N4CCOCC4)cc3N(C)C2=O)c1 | 2.7 | -9.0 | 4.5 | 6.6 | 0.4 | 99.0 | 32.9 | 2.0 | 100.0
Cc1[nH]c2ccccc2c1C(=O)C(=O)N1CCN(c2ccccc2Cl)CC1 | 1.4 | -9.0 | 4.1 | 20.2 | 4.8 | 98.0 | 22.6 | -5.0 | 102.0
Cc1cc(N2C(=O)C(=O)/C(=C(/O)c3ccc(F)cc3)C2c2cccc(Br)c2)no1 (configuration not stated) | -0.6 | -4.2 | 0.6 | 7.7 | -10.6 | 106.0 | 11.4 | 3.0 | 104.0
COc1ccccc1NC(=O)c1cc(Cl)nc2ccccc12 | -3.3 | -4.0 | -0.5 | 8.3 | -12.9 | 92.0 | 23.1 | -2.0 | 103.0
COc1ccc(C(=O)NC2CCCCCC2)cc1S(=O)(=O)Nc1ccc(Br)cc1 | -1.8 | -7.6 | 0.8 | 7.9 | 1.3 | 101.0 | 1.0 | 1.0 | 101.0
CC(C)c1onc(C(=O)NCc2ccccn2)c1[N+](=O)[O-] | 0.6 | -0.1 | 0.5 | 3.8 | -8.2 | 103.0 | -19.6 | -2.0 | 102.0
CCCS(=O)(=O)N1CCCC(C(=O)NCc2ccc3c(c2)OCO3)C1 (configuration not stated) | -0.5 | 0.2 | -0.3 | -30.1 | -12.2 | 97.0 | -7.4 | 10.0 | 102.0
CC(c1ccccc1F)n1cc(C(=O)NCCc2ccco2)nn1 (configuration not stated) | -0.2 | -4.8 | 0.3 | 10.0 | 3.8 | 96.0 | 2.6 | 1.0 | 94.0
Cc1ccc(C(=O)Cn2cnc3ccccc3c2=O)cc1C | -0.8 | -3.3 | -0.2 | 9.0 | 3.7 | 109.0 | -12.2 | 8.0 | 108.0
COC(=O)CNC(=O)c1c(-c2ccccc2Cl)noc1C | 6.3 | -1.7 | 0.7 | 3.6 | 23.2* | 101.0 | 15.4 | 3.0 | 103.0
COCCCNC(=S)NC1CCCCC1 | -1.3 | -1.1 | -0.6 | 17.9 | -10.3 | 103.0 | 17.2 | 3.0 | 102.0
COc1ccccc1OCCCOc1ccc(C)cc1Br | -2.1 | -0.4 | -0.1 | 33.8 | -3.6 | 98.0 | 7.1 | -4.0 | 97.0
CCn1c(-c2cccc(S(=O)(=O)N3CCCC3)c2)n[nH]c1=S | 1.2 | -2.2 | 0.1 | nt | 7.2 | 108.0 | -25.2 | 7.0 | 105.0
Cn1c(-c2ccccc2)cnc1NCc1cccc([N+](=O)[O-])c1 | -1.7 | 0.2 | -0.7 | 9.5 | -14.5 | 107.0 | 39.1 | 6.0 | 99.0

With a hit mark in GPR7 antagonist, among the entries above:
canonical_smiles | GalR3 antagonist | NALP1 yeast inh | GPR7 antagonist | MEKK2wt PB1 HTS | PHOSPHO1 block | MEKK2mut PB1 HTS | MEKK3 PB1 HTS
COC(=O)CNC(=O)c1c(-c2ccccc2Cl)noc1C | -1.7 | 3.6 | 23.2* | 101.0 | 15.4 | 3.0 | 103.0

Continued.
SMILES | OXTR agonist | GalR3 antagonist | V1R ag counter | NALP1 yeast inh | GPR7 antagonist | MEKK2wt PB1 HTS | PHOSPHO1 block | MEKK2mut PB1 HTS | MEKK3 PB1 HTS
Cn1c(=O)[nH]c(=O)c2c1nc(NCCCO)n2CCCc1ccccc1 | -0.3 | -1.2 | -0.3 | -8.1 | -12.9 | 106.0 | 27.0 | 3.0 | 102.0
CCOC(=O)c1ccc2nc(C(F)(F)F)[nH]c(=O)c2c1 | 0.1 | 1.4 | 0.3 | -5.2 | 1.0 | 101.0 | -8.7 | 1.0 | 102.0
COc1ccc(C2CC(c3ccccc3)Nc3nc(NC(=O)c4cccs4)nn32)cc1 (configuration not stated) | -0.1 | -2.8 | 0.4 | 7.9 | -4.6 | 99.0 | -1.4 | 3.0 | 107.0
Cc1cc(N2CCCCC2)nc(NCc2ccccc2)n1 | 25.3* | -8.3 | 15.1 | 14.8 | 84.1* | 107.0 | 37.9 | 5.0 | 96.0
COc1ccc(NC(=O)CCSCCc2ccccn2)cc1OC | 1.8 | 0.8 | 2.6 | -3.2 | 3.6 | 96.0 | 20.0 | -4.0 | 94.0
Cc1cc(C(=O)NCc2cc(C(=O)O)oc2C)c(C)o1 | 1.7 | -4.0 | 1.5 | 15.7 | -17.3 | 97.0 | -4.0 | -2.0 | 105.0
Cc1cc(C)c2c3c(sc2n1)C(c1ccccc1)C(C#N)=C(N)O3 (configuration not stated) | 0.5 | nt | 0.2 | 28.6 | -1.1 | nt | 32.6 | nt | nt
O=C(COc1ccc(C(=O)c2ccc(F)cc2)cc1)NCc1ccc(F)cc1 | 7.3 | -3.7 | 4.5 | 28.8 | 3.5 | 119.0 | -56.3 | 17.0 | 108.0
O=C(NCc1ccccc1)C1C2C=CC3(CN(Cc4cccnc4)C(=O)C13)O2 (configuration not stated) | 1.1 | -5.4 | 0.0 | -2.8 | -14.3 | 98.0 | 18.2 | 1.0 | 97.0
CCc1nnc(NC(=O)CSc2ccc(-c3nc4ccccc4[nH]3)cn2)s1 | 2.4 | -6.5 | 3.7 | -12.6 | 5.1 | 94.0 | 35.4 | -2.0 | 94.0
